Screens (PubChem BioAssay)
M. tuberculosis GlmU = inhibition of mycobacterial GlmU enzyme – biochemical, glucosamine-1-phosphate acetyltransferase (AID 1376) | Bifunctional protein GlmU (Mycobacterium tuberculosis (strain ATCC 25618 / H37Rv)) | M. tuberculosis GlmU acetyltransferase enzyme assay; higher % means a stronger effect | inhibition, %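 (tested at 30 µM in the primary screen)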; hits with a dose series show IC50 in µM | 220,000 tested, 0.25% active; in the data active means inhibition above about 13%;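 further: 0% = complete reaction with vehicle and 100% = reaction without substrate; strong numbers were not always called active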
Mtb RmlCD inh = M. tuberculosis RmlC/RmlD coupled enzyme inhibitors, primary screen, biochemical, compound mixtures, 384-well, from 1536-well plates. RmlC+RmlD coupled enzyme assay, percent inhibition; primary screen in compound mixtures. inhibition, % at 3.6 µM. 160,000 tested, 0.03% active; in the data active means inhibition mostly above about 34%, no sharp cut-off; further: some results filed as inactive read as strong as hits
Target sequence (P9WH09 whole entry, looked up): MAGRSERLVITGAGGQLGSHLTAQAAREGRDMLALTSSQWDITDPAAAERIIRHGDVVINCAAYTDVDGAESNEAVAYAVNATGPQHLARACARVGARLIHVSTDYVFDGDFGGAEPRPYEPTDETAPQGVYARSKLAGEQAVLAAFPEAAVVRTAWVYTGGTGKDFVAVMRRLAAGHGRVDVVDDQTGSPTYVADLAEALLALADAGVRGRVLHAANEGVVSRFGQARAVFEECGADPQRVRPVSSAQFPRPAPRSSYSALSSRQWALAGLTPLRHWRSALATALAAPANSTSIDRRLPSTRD
Target sequence (P9WH11 whole entry, looked up): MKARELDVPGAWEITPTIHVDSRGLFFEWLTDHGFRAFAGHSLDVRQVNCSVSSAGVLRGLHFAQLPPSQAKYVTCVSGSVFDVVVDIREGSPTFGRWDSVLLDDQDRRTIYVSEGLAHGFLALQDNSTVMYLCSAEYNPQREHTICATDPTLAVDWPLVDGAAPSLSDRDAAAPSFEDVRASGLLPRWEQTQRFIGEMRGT
Starred values were filed as active, the others as inactive; · = not tested or not shown. This is a subset. The share of hits here may be higher or lower than overall.

Start of the data: the first three compounds, to show the layout:
SMILES	M. tuberculosis GlmU	Mtb RmlCD inh
C=CCN1C(=O)C2(C(C(=O)OCC)=C(N)Oc3ccccc32)c2c1c1ccccc1oc2=O (stereo unspecified)	2.6%	3
CNc1ccccc(C(=O)/C=C/c2ccccc2OC)c1=O	8.9%	3
CCOCN(C(=O)Cn1c(CO)nc2ccccc21)c1c(C)cccc1CC	-4.3%	-8

All compounds of this part, repeating the preview:
SMILES	M. tuberculosis GlmU	Mtb RmlCD inh
C=CCN1C(=O)C2(C(C(=O)OCC)=C(N)Oc3ccccc32)c2c1c1ccccc1oc2=O (stereo unspecified)	2.6%	3
CNc1ccccc(C(=O)/C=C/c2ccccc2OC)c1=O	8.9%	3
CCOCN(C(=O)Cn1c(CO)nc2ccccc21)c1c(C)cccc1CC	-4.3%	-8
O=S(=O)(Nc1ncccn1)c1ccc(-n2cnnn2)cc1	2.3%	·
Cc1nn(-c2ccccc2)c(Cl)c1/C=N/NC(=O)c1cccnc1	6.5%	14
Cc1c(CN2CCN(c3cccc(C(F)(F)F)c3)CC2)c(=O)n(-c2ccccc2)n1C	-1.3%	·
O=C(COc1ccccc1F)N1CCc2ccccc2C1	2.2%	7
Cc1cccn2cc(-c3ccccc3)nc12	2.4%	6
CCC(CC)N1CCN(C(=O)Cc2ccccc2)CC1	0.5%	·
CCCCCCCCCCCCCCCC[n+]1cccc(C(=O)N(CC)CC)c1	-18%	-9
COC(=O)c1cc(C(=O)CSc2nc(C)cc(C)n2)ccc1O	-0.3%	-4
CSCC[C@H](NC(=O)C(C)(C)Oc1ccc(Cl)cc1)c1nc2ccccc2[nH]1	-3.1%	4
COC(=O)CNS(=O)(=O)c1ccc(C)cc1	0.8%	·
Cc1cc2c(c(=O)o1)C(C1C=CCCC1)C(C#N)=C(N)O2 (stereo unspecified)	0.4%	·
COc1cnc(N(C)C)nc1Sc1cccc(Cl)c1	-3.8%	·
O=C1NC(c2ccccc2)=C(c2ccc3ccccc3n2)C(c2ccncc2)N1 (stereo unspecified)	-4.3%	3
CCOc1ccc2oc(C(=O)NN3C(C)CCCC3C)c(C)c2c1 (stereo unspecified)	-1.5%	8
CC(=O)C1C(c2ccc(F)cc2)C2C(C)=NN=C2CC1(C)O (stereo unspecified)	1.9%	·
Cc1ccccc1NC(=O)c1cc2ccccn2n1	0.1%	0
COc1ccccc1N(CC(=O)N/N=C/c1ccc(SC)cc1)S(C)(=O)=O	5.3%	·
O=C(CN1C(=O)NC2(CCCCC2)C1=O)Nc1ccc(S(=O)(=O)N2CCOCC2)cc1	-1.4%	·
C[N+]1(C)[C@@H]2CC(OC(=O)[C@H](CO)c3ccccc3)C[C@H]1[C@@H]1O[C@@H]12 (stereo partly specified)	-2.3%	5
CCCCNC(=O)C1CC(c2ccccc2[N+](=O)[O-])=NO1 (stereo unspecified)	1.2%	33
N#CC(=C=[N-])C1=C(C#N)C(c2ccccc2F)C([n+]2ccccc2)C(O)(C2CC2)N1 (stereo unspecified)	-1.9%	0
Cc1ccc(C(C)C)c(OCC(=O)OCc2c(C)noc2C)c1	1.6%	7
CN(C)/C=C(\C(=O)c1cccc(Cl)c1)c1nnnn1-c1ccccc1	-1.3%	0
Nc1c(C(=O)O)sc2nc3c(cc12)CCCC3	-1.1%	-12
O=C(O)c1cccc(NS(=O)(=O)c2cccc3nsnc23)c1	1.1%	7
COc1cc2c(cc1N/C=C(\C#N)c1nc(-c3ccccc3)cs1)oc1ccccc12	0.7%	-9
Nc1c(C(=O)NC2CCCC2)sc2nc(-c3cccs3)ccc12	4.3%	10
Clc1cccc(Nc2ncnc3ccc(Br)cc23)c1	0.3%	·
CN(CC1CCOCC1)C(=O)CC1C(=O)NCCN1Cc1ccc(Cl)c(F)c1 (stereo unspecified)	1.4%	-7
N#Cc1cccnc1N1CCN(C(=O)c2ccco2)CC1	-3.4%	110
O=C(CC1CCCCC1)NCCOc1ccccc1	1.5%	4
CCN(CC)S(=O)(=O)c1ccc(C(=O)Nc2nnc(COC)o2)cc1	6.4%	·
O=S(=O)(Cc1ccccc1Cl)NCCc1ccccc1	0.0%	-9
COCCCN(Cc1ccccn1)S(=O)(=O)Cc1ccccc1	-1.4%	-4
COc1cc(OC)c2ccc(=O)oc2c1C(CC(=O)N1CCOCC1)c1ccc2c(c1)OCO2 (stereo unspecified)	8.3%	-7
O=C(O)c1ccc(CSc2nnc(COc3ccccc3)o2)cc1	1.2%	0
c1ccc(-n2ncc3c(NCc4cccnc4)ncnc32)cc1	0.1%	19
O=C(NCCc1ccccc1)C(=O)c1c(-c2ccccc2)[nH]c2ccccc12	-5.3%	·
CCn1c(SCC(=O)Nc2ccccc2N2CCCCC2)nc2c1c(=O)n(C)c(=O)n2C	0.8%	7
COC(=O)C1=C(c2ccc(S(C)(=O)=O)cc2)C[C@@H]2CC[C@H]1N2C(=O)NCCS(C)=O (stereo partly specified)	-3.9%	·
Cc1ccc(Nc2nc(=O)c3cccnc3s2)c(Br)c1	-1.2%	13
O=C(Cn1nnc(-c2ccccc2NC(=O)c2cccs2)n1)Nc1ccccc1	-0.2%	7
c1ccc2c(c1)CCN(CCCNc1nc3ccccc3n3cnnc13)C2	4.3%	-8
O=C(NCCC1=CCCCC1)C1CCC(CNS(=O)(=O)c2ccccc2)CC1 (stereo unspecified)	-4.2%	·
CC(=O)n1nc(-c2cccc(C)c2)nc1SCC(=O)Nc1ccccc1	-4.7%	4
COc1ccc(/C=C2\CCCc3c2nc2ccccc2c3C(=O)OCC(=O)c2c(N)n(C)c(=O)n(C)c2=O)cc1	6.3%	0
COc1ccccc1NC(=O)CCC(=O)O	6.1%	-10
Next entries follow:
SMILES	M. tuberculosis GlmU	Mtb RmlCD inh
CC(Oc1cccc(NC(=O)c2cccs2)c1)C(=O)c1ccccc1 (stereo unspecified)	1.5%	-12
Cc1cccc(OCCCC(=O)Nc2ccc(S(N)(=O)=O)cc2)c1C	1.8%	-4
CN(C(=O)CSc1nnc(-c2cccnc2)n1-c1ccccc1F)C1CCS(=O)(=O)C1 (stereo unspecified)	1.4%	-6
NC(=O)CSc1nnc(Cc2ccc3c(c2)OCO3)o1	-1.1%	-6
O=C(Cn1[nH]c(=O)c2ccccc2c1=O)Nc1ccc(-c2nnc3n2CCCCC3)cc1	8.9%	·
CCOC(=O)c1ccc(NC(=O)c2ccccc2N(C)S(=O)(=O)c2ccccc2)cc1	1.9%	-9
Cc1cccc(NCN2C(=O)c3ccncc3C2=O)n1	3.3%	-7
Cc1c(C)n(C(=O)CSc2ncn[nH]2)c2ccccc12	1.1%	·
COc1cc(NC(=O)CCC(=O)O)nc(OC)n1	3.4%	·
Cc1ccc(S(=O)(=O)N2CCN(CC(=O)N/N=C\C(Cl)=C\c3ccccc3)CC2)cc1	-0.5%	·
CCOC(=O)Cn1c(S(=O)(=O)Cc2ccc(F)cc2)nc(-c2ccccc2)c1-c1ccccc1	-4.1%	7
O=C(NC(=S)N1CCN(c2ccc([N+](=O)[O-])cc2)CC1)c1ccccc1Cl	5.3%	-2
O=C(NCCc1c[nH]c2ccccc12)/C(=C/c1cccnc1)NC(=O)c1cccs1	2.5%	-8
CCOC(=O)c1c(C)[nH]c(C)c1C(=O)CSc1nnc(-c2ccco2)n1Cc1ccccc1	-3.5%	3
c1ccc(CCN=C2CCCc3c2[nH]c2ccccc32)cc1	-5.1%	6
Cc1ccc(S(=O)(=O)NC2CCC(C(=O)O)CC2)cc1 (stereo unspecified)	1.3%	5
O=C(c1cccs1)N1CCN(S(=O)(=O)c2cccs2)CC1	-4.8%	1
CN1CCN(c2ccc(CNC(=O)c3ccc4c(c3)OCCO4)cc2)CC1	0.8%	·
O=c1[nH]c(C2C3CC4CC(C3)CC2C4)nc2ccccc12 (stereo unspecified)	1.7%	·
Cc1ccc(-n2ncc3c(=O)n(CC(=O)N4CCN(c5ccccc5)CC4)cnc32)cc1C	-1.7%	-11

Compound profiles, as listed above. Order of screens: M. tuberculosis GlmU, Mtb RmlCD inh
CCOC(=O)Cn1c(S(=O)(=O)Cc2ccc(F)cc2)nc(-c2ccccc2)c1-c1ccccc1 is listed with -4.1%, 7
O=c1[nH]c(C2C3CC4CC(C3)CC2C4)nc2ccccc12 (stereo unspecified) is listed with 1.7%, ·
O=C(NC(=S)N1CCN(c2ccc([N+](=O)[O-])cc2)CC1)c1ccccc1Cl is listed with 5.3%, -2

(list continues)
SMILES	M. tuberculosis GlmU	Mtb RmlCD inh
NC(=O)NOCc1ccccc1F	-1.0%	4
Cn1ncc([N+](=O)[O-])c1C(=O)n1nnc2ccccc21	1.1%	8
COc1ccc(C[C@H]2CN3C(=NC[C@@H]3Cc3ccccc3)N2C[C@H](C)NC(=O)CCC2CCCCC2)cc1	-12%	·
FC(F)(F)c1nnc2ccc(Cl)nn12	1.9%	-6
CCN(CC)CCN1C(=O)C(=O)/C(=C(/O)c2ccc3c(c2)CC(C)O3)C1c1ccc(OC)cc1 (stereo unspecified)	-5.4%	·
COc1cc(/C=N/Nc2nncn2N)ccc1OCc1c(C)no[n+]1[O-]	·	-7
Cc1ccc2cn[nH]c2c1N	-4.8%	5
CCCN1C(=O)C(Cc2nc3ccccc3c(=O)n2-c2ccccc2)c2cc(C)ccc21 (stereo unspecified)	0.7%	8
CCCCOc1cccc(C(=O)N(Cc2cccs2)C2CCS(=O)(=O)C2)c1 (stereo unspecified)	0.5%	4
CCC1(C)Cc2c(sc3nnn(CC(=O)Nc4ccc(C)cc4)c(=O)c23)CO1 (stereo unspecified)	1.2%	-5

3 entries from above in a different format:
FC(F)(F)c1nnc2ccc(Cl)nn12
  M. tuberculosis GlmU: 1.9% | Mtb RmlCD inh: -6
CCN(CC)CCN1C(=O)C(=O)/C(=C(/O)c2ccc3c(c2)CC(C)O3)C1c1ccc(OC)cc1 (stereo unspecified)
  M. tuberculosis GlmU: -5.4% | Mtb RmlCD inh: ·
COc1cc(/C=N/Nc2nncn2N)ccc1OCc1c(C)no[n+]1[O-]
  M. tuberculosis GlmU: · | Mtb RmlCD inh: -7

Continuation.
SMILES	M. tuberculosis GlmU	Mtb RmlCD inh
O=C(CN1C(=O)NC2(CCCCC2)C1=O)N1CCN(S(=O)(=O)c2ccccc2)CC1	3.6%	9
c1ccc(OCc2nn3c(Cn4cnc5ccccc54)nnc3s2)cc1	2.2%	9
COc1ccc(C(c2nnnn2Cc2ccccc2)N2CCN(C(=O)c3ccco3)CC2)cc1 (stereo unspecified)	3.0%	8
COc1ccc(N2C(=O)CCC2(C#N)c2ccc(OC)cc2)cc1 (stereo unspecified)	2.0%	55
O=C(COC(=O)c1ccco1)Nc1ccc2c(c1)OCO2	3.2%	·
Cc1ccc(C(=O)CN(Cc2ccccc2)C2=NCCS2)cc1	-0.6%	·
CCOC(=O)N1CCC(NC(=O)Cn2ncc3c4ccccc4n(C)c3c2=O)CC1	-3.3%	-8
COc1ccc(/C=N/NC(=S)NC2CCS(=O)(=O)C2)cc1OC (stereo unspecified)	-0.8%	1
O=C(CCC1CCCN(c2ncccn2)C1)N1CCN(c2ccccn2)CC1 (stereo unspecified)	-1.1%	·
COC(=O)c1c(NC(=O)CCc2ccc(C)o2)sc(C)c1C	2.0%	14
CC1CCCN(C(=O)Cc2cn(Cc3cccc(Cl)c3)c3ccccc23)C1 (stereo unspecified)	2.1%	-6
COC(=O)c1ccccc1NC(=O)C1CC(=O)N(c2ccc(OC)cc2)C1 (stereo unspecified)	-1.1%	-9
Cc1cc(N2CCN(c3cccc(C)c3C)CC2)nc(-c2ccccc2)n1	-11%	·
c1ccc(CSc2ccc(-c3ccc4c(c3)OCO4)nn2)cc1	-3.6%	-8
COc1ccc(OC)c(-c2cc(-c3cccnc3)nc(N)c2C#N)c1	3.6%	3
CCCNC(=O)N1CCC(C(=O)c2cccc(F)c2)CC1	-6.1%	·
O=C(O)c1ccccc1C(=O)Nc1cccc([N+](=O)[O-])c1	17%*	36
CCc1ccc(CN(C(=O)c2cc3ccccc3oc2=O)C2CCS(=O)(=O)C2)cc1 (stereo unspecified)	0.4%	0
Cc1cc(NC(=O)Cn2ccc([N+](=O)[O-])n2)no1	3.7%	-9
COC(=O)c1ccc(CSc2nc3cc(Cl)ccc3o2)cc1	3.2%	8
CC(=O)NS(=O)(=O)c1ccc(NC(=O)c2ccc(-n3nc(C)cc3C)cc2)cc1	1.7%	9
CCOC(=O)CC1=C(C#N)C(c2cccnc2)C(C(=O)OCC)=C(N)O1 (stereo unspecified)	4.5%	-6
CCCCNC(=S)N1CCN(C)CC1	4.8%	14
COc1cc(NC(=O)c2cc3c(C)nc4ccccc4c3o2)cc(OC)c1OC	2.6%	·
CCOc1ccc(N2C(=O)c3cccnc3C2Nc2ccc(F)cc2)cc1 (stereo unspecified)	-3.3%	·
CCOC(=O)c1nc(C)n(-c2cc(Cl)cc(Cl)c2)n1	2.3%	-7
O=C(CSc1nnc(CNc2ccc(F)cc2)n1Cc1ccco1)NC1CC1	0.8%	·
O=C(NCCCn1ccnc1)c1cc(-c2ccc(Cl)cc2)nc2ccccc12	-9.0%	-1
O=C1C2C3C=CC(C3)C2C(=O)N1c1cccc(-c2nc3ccccc3o2)c1 (stereo unspecified)	4.3%	-7
C=C(COC(C)=O)CC1CC(O)[C@]2(C)OC3CC4OC5C[C@]6(C)O[C@]7(C)CCC8OC9C[C@]%10(C)OC%11C(C)=CC(=O)OC%11CC%10OC9C[C@@H](C)C8OC7CC6O[C@]5(C)C/C=C\C4OC3CC2O1 (stereo partly specified)	6.6%	·
